# High-throughput results: PubChem BioAssay, National Center for Advancing Translational Sciences (NCATS)
# Epigenetic reg = Quantitative High-Throughput Screen for Regulators of Epigenetic Control | murine LDR cells, GFP reporter derepression, 30 h | actives 0.2% (n = 280,000) | Potency, µM (top dose mostly 53.9 µM), for inactives: at the top dose GFP activation, hits mostly activators | AID 1865, 2009; further: % of control where 0% means no effect; nearly all actives have a fitted effect of over 60% in size
#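 Reporter derepression read as number of fluorescent GFP-positive objects, 20-120 um in size, counted by laser-scanning cytometer. Mouse LDR line with an epigenetically silenced CMV-GFP locus; compound incubation 30 h, 37 C.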
# KDM4E inh = qHTS Assay for Inhibitors of Human Jumonji Domain Containing 2E (JMJD2E); Lysine-specific demethylase 4E (Homo sapiens), B2RXH2; JMJD2E catalytic domain, FDH-coupled NADH fluorescence (FDH is formaldehyde dehydrogenase); Potency, µM (doses to about 57.1 µM), for inactives: at the top dose activity change, negative = inhibition, most hits filed as inhibitors; actives 1.6% (n = 230,000); AID 2147, 2009; active means well fitted inhibition curve with a large enough effect, not every such curve was filed as active; inconclusive means small, poorly fitted or top-dose-only effect, or another doubt; inactive means no such curve, though single readings can be large or run the other way;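 further: 0% = wells with enzyme and -100% = buffer wells without enzyme; nearly all actives have a fitted effect of over 50% in size; many of its hits are not listed in these tables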
# Target sequence (B2RXH2 1-337 limits assumed): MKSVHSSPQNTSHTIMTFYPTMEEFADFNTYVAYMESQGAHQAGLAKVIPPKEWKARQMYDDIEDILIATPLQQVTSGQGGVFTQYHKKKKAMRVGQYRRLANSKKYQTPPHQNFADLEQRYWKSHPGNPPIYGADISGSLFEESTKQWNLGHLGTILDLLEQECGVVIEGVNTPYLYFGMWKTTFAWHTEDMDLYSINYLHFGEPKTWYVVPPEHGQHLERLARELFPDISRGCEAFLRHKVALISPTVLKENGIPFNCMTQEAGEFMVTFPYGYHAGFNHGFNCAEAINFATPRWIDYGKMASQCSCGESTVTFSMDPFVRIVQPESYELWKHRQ
# KinaseGlo FLuc = Counterscreen for Luciferase (Kinase-Glo TM) Inhibition; Luciferin 4-monooxygenase (Photuris pensylvanica), Q27757; Kinase-Glo luciferase, ATP luminescence, 8 min; Potency, µM (top dose mostly 38.3 µM), for inactives: at the highest dose activity change, negative = inhibition, most hits filed as inhibitors; actives 0.28% (n = 200,000); further: on the % scale 0 is the no-effect control and ±100 the full control effect; nearly all actives have a fitted effect of over 60% in size
#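 Compounds were added to a substrate mix at pH 7.2 (50 mM imidazole, 10 uM ATP, within the enzyme's linear range), followed by Kinase-Glo detection reagent; luminescence was measured after 8 minutes at ambient temperature.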
# RECQ1 helicase = qHTS Assay for Inhibitors of RecQ-Like Dna Helicase 1 (RECQ1); RECQ1 DNA unwinding, red fluorescence kinetic read; actives 0.54% (n = 240,000); ATP-dependent DNA helicase Q1 (Homo sapiens), P46063; Potency, µM (doses to about 57.3 µM), inactives show at the highest dose activity, negative = inhibition, hits mostly inhibitors; AID 2549, 2010;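 further: plate controls were vehicle for no effect and no enzyme for full effect; nearly all actives have a fitted effect of over 30% in size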
# Target sequence (P46063 whole entry, looked up): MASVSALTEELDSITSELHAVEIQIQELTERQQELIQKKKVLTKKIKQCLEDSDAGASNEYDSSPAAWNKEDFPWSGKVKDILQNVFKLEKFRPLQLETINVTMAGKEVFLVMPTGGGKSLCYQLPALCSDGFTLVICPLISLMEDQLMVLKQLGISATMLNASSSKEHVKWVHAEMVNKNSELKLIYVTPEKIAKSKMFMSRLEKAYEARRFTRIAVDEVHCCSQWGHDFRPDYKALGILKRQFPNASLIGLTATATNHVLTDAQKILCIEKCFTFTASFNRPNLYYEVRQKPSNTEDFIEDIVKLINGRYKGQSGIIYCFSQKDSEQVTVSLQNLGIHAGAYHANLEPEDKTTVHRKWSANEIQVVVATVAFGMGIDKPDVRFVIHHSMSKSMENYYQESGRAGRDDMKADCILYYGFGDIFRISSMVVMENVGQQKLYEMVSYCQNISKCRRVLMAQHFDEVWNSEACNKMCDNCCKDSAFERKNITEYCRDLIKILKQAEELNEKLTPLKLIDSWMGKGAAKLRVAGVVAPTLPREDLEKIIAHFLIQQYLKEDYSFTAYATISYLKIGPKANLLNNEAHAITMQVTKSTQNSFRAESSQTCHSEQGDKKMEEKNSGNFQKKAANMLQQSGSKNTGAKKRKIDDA
#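 50 nM RECQ1T1 preincubated 15 min with compound in Tris pH 8.0 buffer with MgCl2, DTT, Tween-20 and 2.5 ug/ml poly(dI-dC); started with 200 nM TAMRA/BHQ-2 forked duplex and 2 mM ATP. Unwinding read as fluorescence (525/598 nm), two reads 2 h apart.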
# GoLoco inh red = qHTS Assay for Inhibitors of RGS12 GoLoco Motif Activity (Red Fluorophore). Gai1:RGS12 GoLoco peptide FP, rhodamine, 10 min. Potency, µM (doses to about 61.6 µM), without a hit: top-dose activity, negative = inhibition, actives largely listed as inhibitors. actives 0.44% (n = 230,000). Guanine nucleotide-binding protein G(i) subunit alpha-1 (Homo sapiens), P63096; active means well fitted inhibition curve with a large enough effect, not every such curve was filed as active; inactive means no such curve, though single readings can be large or run the other way; further: on the % scale 0 is the no-effect control and ±100 the full control effect; nearly all actives have a fitted effect of over 30% in size; many of its hits are not listed in these tables
# IMPase Li inh = qHTS Assay for Identifying the Cell-Membrane Permeable IMPase Inhibitors: Potentiation with Lithium; CHO-M1 cells, IP1 TR-FRET (IP-One), carbachol + lithium; Potency, µM (titrated, usually from 59.4 µM), for inactives: at the highest dose activity, negative = IMPase inhibition, hits mostly inhibitors; actives 0.35% (n = 210,000); AID 1457, 2008;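 further: IP1 builds up when IMPase is blocked and the TR-FRET signal falls; plate controls were basal vehicle for no effect and high inhibitor control for full effect; nearly all actives have a fitted effect of over 50% in size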
#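 CHO cells stably expressing M1 receptor (2000/well, cultured 16–30 h) treated 30 min at 37C with compound plus low lithium. Cytosolic IP1 by TR-FRET (665/620 ratio and 620 channel) after 10 min lysis; AC50 by Hill fit.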
# NPSR antag = qHTS Assay for Antagonists of the Neuropeptide S Receptor: cAMP Signal Transduction. AID 1461, 2008. Potency, µM (titrated, usually from 38.3 µM), without a hit: at the top dose activity change, negative = inhibition, most hits filed as inhibitors. Q6W5P4. actives 1% (n = 220,000). CHO-NPSR cells, cAMP TR-FRET, antagonist mode; further: on the % scale 0 is the no-effect control and ±100 the full control effect; nearly all actives have a fitted effect of over 50% in size; many of its hits are not listed in these tables
# SMN2 splice enh = qHTS Assay for Enhancers of SMN2 Splice Variant Expression; AID 1458, 2008; Potency, µM (highest dose often 46.1 µM), for the others: top-dose activity change, positive = activation, hits mostly activators; HEK293 SMN2-luciferase splicing reporter, luminescence, 30-36 h; actives 2.8% (n = 210,000); further: % of control where 0% means no effect; nearly all actives have a fitted effect of over 55% in size
#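 HEK293 cells carry an SMN2 […]–luciferase reporter in which exon 7 inclusion puts luciferase in frame. Cells were plated 10-12 h before compound addition, then incubated 30-36 h at 37C. ONE-Glo luminescence was read; sodium butyrate at 4.5 mM final served as control.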
# * marks the source's active call; other numbers are inactive results; i = inactive; ? = inconclusive; . = not tested or not shown; [ ] = remark or other dose. Unless noted, the call rests on the fitted dose curve; in most records, active means well fitted curve in the direction sought with a large enough effect; inconclusive means small, poorly fitted or top-dose-only effect, or another doubt; inactive means no such curve, though single readings can be large; an effect the other way counts as inactive or inconclusive. Potency means the concentration at half of the fitted maximal effect. A portion of the library (hit frequency here may not be typical).
# Below each SMILES: Epigenetic reg	KDM4E inh	KinaseGlo FLuc	RECQ1 helicase	GoLoco inh red	IMPase Li inh	NPSR antag	SMN2 splice enh
> CN(C)CCCN=Cc1c(O)n(Cc2ccc3c(c2)OCO3)c(=O)c2ccccc12
    0.9%	?	2%	-6%	5%	-6%	-15%	-15%
> CN(C)c1ccc(/C=N/NC(=O)CCc2c[nH]c3ccccc23)cc1
    -0.2%	?	1%	-16%	3%	10%	-3%	-2%
> Cc1ccc(-c2nc(S(=O)(=O)c3ccc(F)cc3)c(SCC(=O)NCC3CCCO3)o2)cc1 (stereo unspecified)
    0.0%	2%	-2%	5%	-25%	12%	-11%	-13%
> CCCC[C@H]1C[C@@H]1[C@@H]1N(P(=O)(c2ccccc2)c2ccccc2)[C@](CO)(c2ccccc2)CC12CC2
    1.2%	-7%	-3%	-10%	12%	19%	.	-53%[inhibitor]
> COc1cc2c3cc1Oc1c(OC)c(OC)cc4c1[C@@H](Cc1ccc(O)c(c1)Oc1ccc(cc1)C[C@@H]3N(C)CC2)CN(C)C4
    .	.	-1%[7.66 µM]	.	2%[14.2 µM]	4%	.	1%[9.22 µM]
> O=C(Cn1cnc2ccccc2c1=O)c1cccs1
    0.8%	5%	3%	-16%	11%	19%[38.3 µM]	-11%[46.1 µM]	4%
> O=C(Cn1cnc2ccc(Br)cc2c1=O)c1cccs1
    0.8%	1%	-7%	-9%	-6%	-4%[38.3 µM]	-4%[46.1 µM]	4%
> O=C(NC1CCCc2ccccc21)c1cccnc1 (stereo unspecified)
    2.8%	0%	-1%	-6%	3%	-11%[38.3 µM]	-10%[7.67 µM]	-2%
> c1ccc(SCc2nc3ccccc3[nH]2)cc1
    1.1%	4%	-9%	-10%	16%	-1%[38.3 µM]	-5%[46.1 µM]	?
> CCOC(=O)/C=C1\SCC(=O)N1CC(=O)NCc1ccc(OC)c(OC)c1
    0.6%	2%	1%	-2%	3%	1%	3%	3%
> Cc1ccc(Cl)cc1N1CCN(C(=O)CN(c2ccccc2)S(=O)(=O)N(C)C)CC1
    -1.3%	10%	.	-26%	11%	-11%	-42%	.
> COc1cc2c(cc1OC)C(c1cccs1)N(C(=O)c1cccc(S(=O)(=O)N(C)C)c1)CC2 (stereo unspecified)
    1.9%	?	.	-1%	5%	.	-39%	.
> COc1ccc(NC(=O)/C(=C\c2ccc3c(c2)OCO3)NC(C)=O)cc1
    -1.0%	5%	-1%	-5%	8%	0%	10%	1%
> O=C(CCn1c(=O)sc2ccccc21)NCc1ccccc1
    -1.0%	0%	7%	-2%	-1%	0%[38.3 µM]	-12%[46.1 µM]	4%
> COC(=O)c1scc(C#N)c1N/N=C(\C#N)S(=O)(=O)c1ccc(Cl)cc1
    -1.0%	1%	.	-3%	2%	.	10µM*	.
> O=C(c1ccc(Cl)cc1)c1cnc(-c2ccccc2)s1
    0.0%	9%	-6%	-2%	-3%	-4%[38.3 µM]	0%[46.1 µM]	3%
> COCCn1c(=NC(=O)c2cc3ccccc3oc2=O)sc2cc(S(N)(=O)=O)ccc21
    ?	?	4%	-9%	13%	5%	3%	0%
> COc1cccc(C=Nc2ccc(C)c(F)c2)c1O
    3.1%	-9%	-3%	7%	6%	1%	-2%	3%
> CCOC(=O)CCc1c(C)nc(SCC(=O)O)c(C#N)c1C
    5.7%	-15%	-1%	-2%	-12%	-8%[38.3 µM]	-11%[46.1 µM]	-5%
> O=[N+]([O-])c1cc(C(F)(F)F)ccc1Oc1cccnc1[N+](=O)[O-]
    -1.8%	11%	1%	-2%	6%	3%	7%	13%
> COc1ccc(CCNC(=O)c2cnn(-c3ccc(C)c(C)c3)c2NC(=O)c2ccco2)cc1OC
    -0.7%	1%	-1%	0%	4%	-9%[38.3 µM]	-5%[46.1 µM]	2%
> COc1ccc(/C=C/CN2CCN(Cc3ccccc3)C(CCO)C2)cc1 (stereo unspecified)
    -0.2%	0%	.	i	6%	3%	-5%	.
> COc1ccc(CCNC(=O)C/C(C)=N/NC(=O)C23CC4CC(CC(C4)C2)C3)cc1OC
    -0.9%	14%	1%	0%	4%	3%	0%	-15%[1.84 µM]
> COc1ccc(/C=C(/NC(=O)c2ccccc2)C(=O)NC2CCS(=O)(=O)C2)cc1 (stereo unspecified)
    0.1%	-4%	2%	10%	14%	1%	2%	-26%
> CCOc1ccc(/C=N/N(C)c2ccccc2)cc1OC
    -6.1%	-5%	6%	-3%	-1%	22%[38.3 µM]	-23%[46.1 µM]	25µM*
> CC(C)(C)c1ccc(C(=O)NCC(=O)N/N=C/c2ccccc2OCC(=O)O)cc1
    -2.0%	-1%	1%	i	0%	3%	8%	6%
> O=C(Nc1cccc(S(=O)(=O)C(F)F)c1)c1ccc(S(=O)(=O)N2CCOCC2)cc1
    -1.1%	8%	-2%	0%	7%	24%[38.3 µM]	-17%[46.1 µM]	10%
> NC(=S)n1[nH]c(-c2ccc([N+](=O)[O-])cc2)c(N=Nc2ccc(O)cc2)c1=O
    3.1%	4%	1%	-5%	44%[activator]	10%[38.3 µM]	?	-22%
> O=C(N/N=C/c1sc(N2CCOCC2)nc1-c1ccccc1)c1cccc(S(=O)(=O)N2CCOCC2)c1
    6.6%	?	.	-1%	-1%	.	-21%	.
> CC1CCc2c(sc(/N=C/N(C)C)c2C#N)C1 (stereo unspecified)
    0.1%	-5%	1%	-5%	4%	2%	9%	25%
> O=C(COC(=O)c1cncc(Br)c1)NC1CC1
    -1.8%	-1%	3%	i	7%	4%[38.3 µM]	4%[46.1 µM]	2%
> Cc1ccc(N=C2c3ccccc3C(=O)C2[N+](=O)[O-])cc1C (stereo unspecified)
    4.0%	-8%	-3%	i	25%	-8%	-45%	0%
> Cc1ccc(C)c2[nH]c(=O)c(CN(CC3CCCO3)C(=O)NC3CCCCC3)cc12 (stereo unspecified)
    0.0%	-1%	-1%	-7%	8%	27%[38.3 µM]	-27%[46.1 µM]	25%
> CCn1c(=O)c2cc(C(=O)N3CCCC3)sc2c2ccccc21
    3.6%	?	.	i	-5%	-6%	22%	.
> C/C(=N/NC(=O)C1COc2ccccc2O1)c1ccco1 (stereo unspecified)
    0.0%	6%	2%	-3%	-7%	7%	-27%[46.1 µM]	5%
> Cc1c(C)c(C)c(CN2CCSCC2)c(C)c1C
    0.0%	-19%	.	4%	14%	.	19%	.
> COc1ccccc1NC(=O)CCc1nc2ccccc2s1
    -0.1%	0%	-1%	-5%	0%	-6%	-6%	4%
> CC1(C)CC(=O)C(C=NCCCn2ccnc2)=C(O)C1
    -1.9%	2%	-8%	-5%	7%	-17%[38.3 µM]	-5%[46.1 µM]	-14%
> O=C(CCl)NC(=O)NC12CC3CC(CC(C3)C1)C2
    0.0%	-2%	-1%	-13%	-16%	4%	-13%	1%
> Cc1cc(C(=O)NCCc2ccccc2)ccc1[N+](=O)[O-]
    1.8%	-4%	4%	-3%	1%	39%[38.3 µM]	9%[46.1 µM]	11µM*
> Cc1ccc(C)c(NS(=O)(=O)c2cc(C(=O)NCc3ccccn3)ccc2Cl)c1
    -2.0%	11%	-2%	0%	10%	2%[38.3 µM]	-14%[46.1 µM]	-3%
> CCC(C(=O)NC1CCCC1)N(C(=O)c1snc(C(N)=O)c1N)c1ccc2c(c1)OCCO2 (stereo unspecified)
    -5.8%	-6%	1%	i	-22%	7%[38.3 µM]	-13%[46.1 µM]	-9%
> COc1ccc(CCNC(=O)c2csc3c2CCCC3)cc1
    -0.8%	-7%	8%	-3%	-20%	-9%	-29%	-30%[inhibitor]
> Cc1ccccc1NC(=O)CN1C(=O)NC(C)(c2ccc3c(c2)OCO3)C1=O (stereo unspecified)
    9.8%	3%	-4%	i	15%	15%[38.3 µM]	-5%[46.1 µM]	-12%
> COc1ccc(-n2ccnc2SCC(=O)NCc2ccc(F)cc2)c(OC)c1
    -3.3%	0%	-1%	i	11%	-2%	-16%	-23%
> COc1cc2c(=O)nc3n(c2cc1OC)C(c1ccccc1)N=C(N)N3 (stereo unspecified)
    0.0%	?	-1%	-16%	7%	9%[38.3 µM]	0%[46.1 µM]	3%
> CCCCn1c(=O)c(CCC(=O)OCC(=O)NC(=O)NCCOC)nc2ccccc21
    -2.2%	?	4%	-10%	9%	-11%	8%	2%
> CC1CN(CCC(=O)Nc2ccc3c(c2)CCC3)CC(C)O1 (stereo unspecified)
    -1.3%	1%	2%	i	8%	-4%[38.3 µM]	-8%[46.1 µM]	-15%
> CC1(C)C2([N+](=O)[O-])CN3CC1([N+](=O)[O-])CN(C2)C3c1ccccc1 (stereo unspecified)
    -3.3%	5%	1%	-14%	5%	-11%[38.3 µM]	-1%[46.1 µM]	6%
> Cc1ccc(-c2ccc(SCC(=O)c3ccccc3)nn2)cc1
    -1.0%	-6%	-3%	-5%	20%	7%	3%	6.3µM*
> CCCCOC(=O)c1ccc(NC(=O)Nc2ccc(OC)c(OC)c2)cc1
    -4.5%	4%	5%	-4%	5%	1%[38.3 µM]	-29%[46.1 µM]	-15%

# Structural class: the entries above containing bromine
# Below each SMILES: Epigenetic reg	KDM4E inh	KinaseGlo FLuc	RECQ1 helicase	GoLoco inh red	IMPase Li inh	NPSR antag	SMN2 splice enh
> O=C(Cn1cnc2ccc(Br)cc2c1=O)c1cccs1
    0.8%	1%	-7%	-9%	-6%	-4%[38.3 µM]	-4%[46.1 µM]	4%
> O=C(COC(=O)c1cncc(Br)c1)NC1CC1
    -1.8%	-1%	3%	i	7%	4%[38.3 µM]	4%[46.1 µM]	2%
